# Compound activity: PubChem BioAssay, National Center for Advancing Translational Sciences (NCATS)
# Lipid storage S3 – qHTS Assay for Lipid Storage Modulators in Drosophila S3 Cells; Drosophila S3 cells, BODIPY lipid droplet fluorescence, 18-24 h; cells fed with added oleic acid; Potency in µM for hits, for the others lipid storage change, negative = inhibition, % at the top dose, mostly 46.1 µM; hit rate 0.64% among 320,000; AID 2685; active means well fitted inhibition curve with a large enough effect in the signal ratio, with a control signal flat, not every such curve was filed as active; inconclusive means small, poorly fitted or top-dose-only effect, or effect the other way, or a change in a side signal; the % refers to the signal ratio
#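 Drosophila S3 cells got compounds at several concentrations plus oleic acid (400 uM solution). Laser-scanning cytometry with 488 nm excitation read lipid droplets at 500-530 nm and cells at 575-640 nm. Percent activity was relative to 20 uM Triacsin C.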
# Lipid storage S3 cell count max – further read-out of Lipid storage S3, marked with its call; cell number change, %; measured here: cell count max response;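 cells counted by Cell Tracker Red CMTPX staining in the red channel; peak over a dose series mostly up to 46.1 µM; percent activity relative to internal control wells on each plate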
# * marks the source's active call; other numbers are inactive results; i = inactive; ? = inconclusive; . = no result given. On the % scale 0 is the no-effect control and ±100 the full control effect; potency means the concentration at half of the fitted maximal effect. Only part of the results is shown; count on the stated rates, not on these rows.
Lipid storage S3,Lipid storage S3 cell count max,SMILES
?,.,Cc1ccc2nc3c(c(C(=O)OCC(=O)N(C)C4CCS(=O)(=O)C4)c2c1)CCCC3 (stereo not given)
?,.,NS(=O)(=O)c1ccc(NC(=O)COC(=O)C2(c3ccccc3F)CCCC2)cc1
-15%,5,COC(=O)c1cc(NC(=O)c2ccc(F)cc2)cc(C(=O)OC)c1
?,.,Cc1cc(C)c(NC(=O)CNC(=O)c2ccccc2OCc2c(C)noc2C)c(C)c1
i,-8,O=C(Nc1ccccc1N1CCN(C(=O)c2ccccc2)CC1)c1ccco1
-1%,0,O=C(NC1CCCCC1)c1ccc(S(=O)(=O)N2CCCCC2)cc1
?,.,CCN(c1ccccc1)c1nc(=O)c2cccnc2s1
?,.,COC(=O)c1c(NS(=O)(=O)Cc2ccccc2)sc2c1CCCC2
?,.,CCOC(=O)c1ccccc1NC(=O)COC(=O)CN1C(=O)C2CC=CCC2C1=O (stereo not given)
?,.,Cc1ccccc1OCC(=O)NS(=O)(=O)c1ccc(Cl)cc1
?,.,CC(C)(C)c1ccc(OCC(=O)Nc2ccc3c4c(cccc24)C(=O)NC3=O)cc1
0%,.,COc1ccccc1C(=O)N1CCC(N2CCN(c3ccccc3OC)CC2)CC1
?,.,NC(=O)C1CCN(C(=O)c2ccc(F)c(S(=O)(=O)N3CCOCC3)c2)CC1
26%,.,Clc1ccccc1-c1ccc(/C=N/Nc2nncc(-c3ccccc3)n2)o1
-28%,4,CC(C)CC(=O)NS(=O)(=O)c1ccc(NC(=O)c2ccco2)cc1
?,.,Cc1cccc(OCCCc2c(C)n[nH]c2C)c1
?,.,FC(F)Oc1ccccc1/C=N/n1cnc2ccccc21
?,.,COc1ccc(NC(=O)CN2C(=O)NC3(CCCC3)C2=O)cc1Cl
?,.,CCOC(=O)CSc1nnc(CNC(=O)c2ccccc2OC)n1-c1ccc(OC)cc1
0%,17,Cn1nccc1C(=O)Nc1ccccc1C(=O)O

# Six structures already listed, sorted by count of non-hydrogen atoms, smallest number first.
Lipid storage S3,Lipid storage S3 cell count max,SMILES
0%,17,Cn1nccc1C(=O)Nc1ccccc1C(=O)O
?,.,Cc1ccccc1OCC(=O)NS(=O)(=O)c1ccc(Cl)cc1
i,-8,O=C(Nc1ccccc1N1CCN(C(=O)c2ccccc2)CC1)c1ccco1
?,.,NS(=O)(=O)c1ccc(NC(=O)COC(=O)C2(c3ccccc3F)CCCC2)cc1
0%,.,COc1ccccc1C(=O)N1CCC(N2CCN(c3ccccc3OC)CC2)CC1
?,.,Cc1cc(C)c(NC(=O)CNC(=O)c2ccccc2OCc2c(C)noc2C)c(C)c1

# Back to the main list with the seven entries that preceded the break.
Lipid storage S3,Lipid storage S3 cell count max,SMILES
26%,.,Clc1ccccc1-c1ccc(/C=N/Nc2nncc(-c3ccccc3)n2)o1
-28%,4,CC(C)CC(=O)NS(=O)(=O)c1ccc(NC(=O)c2ccco2)cc1
?,.,Cc1cccc(OCCCc2c(C)n[nH]c2C)c1
?,.,FC(F)Oc1ccccc1/C=N/n1cnc2ccccc21
?,.,COc1ccc(NC(=O)CN2C(=O)NC3(CCCC3)C2=O)cc1Cl
?,.,CCOC(=O)CSc1nnc(CNC(=O)c2ccccc2OC)n1-c1ccc(OC)cc1
0%,17,Cn1nccc1C(=O)Nc1ccccc1C(=O)O
?,.,COc1ccc(-c2csc(N(CC(C)C)C(=O)c3ccco3)n2)cc1
?,.,Cc1ncc([N+](=O)[O-])n1Cc1ccc(F)cc1
?,.,Cc1c(Cl)cccc1Nc1nc(N)nc(CSc2ncccn2)n1
?,.,CCOC(=O)c1ccccc1N/C=C1\CCCC1=O
21%,0,Cc1cc(C)n(CC(C)C(=O)O)n1 (stereo not given)
?,.,Cc1ccc(O)c(NC(=S)NC(=O)CC(C)C)c1
?,.,Cc1ccc(/C=C/C(=O)NC2CCCCCCC2)o1
?,.,Cc1ccc2nc(N(CCCN(C)C)C(=O)c3cc4ccccc4oc3=O)sc2c1
?,.,O=C(/C=C/c1c(Cl)nc2ccccn12)Nc1ccc(F)cc1
-13%,-9,Cc1cccc(CC(=O)Nc2cccnc2)c1
-2%,0,O=C(OCC(=O)c1ccc[nH]1)c1ccc(S(=O)(=O)N2CCCCCC2)cc1
4%,-1,COc1cc(OC)c2c(-c3ccccc3)cc(=O)oc2c1C(CC(=O)N1CCCC1)c1ccc2c(c1)OCO2 (stereo not given)
-1%,13,Cc1ccc(-c2noc(CN(C(=O)C(c3ccccc3)c3ccccc3)C(C)C)n2)cc1
1%,1,COc1ccc(NC(=O)Cn2cnc3ccccc3c2=O)cc1OC
?,.,Cc1ccc2oc(-c3ccco3)cc(=O)c2c1
i,18,COc1ccc(S(=O)(=O)N(C)CC(=O)N2CCN(c3ccc(F)cc3)CC2)cc1OC
4%,10,O=C(c1cc2cc(Cl)ccc2oc1=O)N1CCCCCCC1
?,.,CCOC(=O)c1ccc2nc(C)c3c(c2c1)OC(C)C3 (stereo not given)
0%,-15,COC(=O)C1=C(C)NC(C)=C(C(=O)OC)C1c1ccc(-c2cccc(Cl)c2Cl)o1
18%,0,CCOC(=O)COc1ccc2c(=O)cc(-c3ccccc3)oc2c1

# (cont.)
Lipid storage S3,Lipid storage S3 cell count max,SMILES
?,.,O=C(OCC(=O)N1CCCCC1)c1c[nH]c2ccccc12
?,.,Cc1[nH]c2ccc(F)cc2c1CCN(Cc1cccnc1)C(=S)Nc1ccc(F)cc1
?,.,CCOC(=O)[C@H]1[C@H]2COc3ccc(OC)cc3[C@@H]2N2C(=O)CN(Cc3ccco3)C(=O)[C@@]12C
?,.,COCCNC(=O)C(c1cccnc1)N(Cc1ccccc1)C(=O)Cn1nnc2ccccc21 (stereo not given)
2%,-13,CCOC(=O)C1=C(N)OC2=C(C(=O)CC(C)(C)C2)C1c1cc(CSc2nnnn2C)cs1 (stereo not given)
13%,-7,C[C@H](NC(=O)c1nc[nH]c1C(=O)OCc1ccccc1)c1ccccc1
?,.,CCCCCCC(C)n1[nH]c(=O)cc1N (stereo not given)
?,.,CCCCN(CCCC)CC(O)COc1ccccc1Br (stereo not given)
?,.,Cc1c(C(=O)N2CCCCC2)oc2ccc(Br)cc12
?,.,CC(=O)Nc1ccc(-c2nnc(SCc3c(C)cc(C)cc3C)n2C)cc1
?,.,COc1ccc(N(Cc2ccccc2)C(=O)CSc2nnc(Cn3nnc4ccccc43)o2)cc1
-8%,9,CC(C)(C)NC(=O)[C@H]1CC[C@H]2[C@@H]3CC[C@H]4NC(=O)C=C[C@]4(C)[C@H]3CC[C@]12C
?,.,Cc1cccc(N=C2NC(=O)/C(=C\c3cccs3)S2)c1
?,.,COc1ccccc1C(=O)Nc1ccc2c(c1)CCCN2C(=O)c1cccs1
5.8µM*,19*,O=C(Nc1cccc(NC(=O)c2ccc([N+](=O)[O-])o2)c1)c1ccco1
16%,11,c1ccc2c(c1)Cc1ccccc1O2
7%,16,COc1ccc(C(CC(=O)O)NC(=O)Nc2ccccc2)cc1OC (stereo not given)
?,.,CC(=O)NCCn1c(C)cc2ccccc21
?,.,Cc1cc(C)n(CCC(=O)N2c3ccccc3CC2C)n1 (stereo not given)
?,.,CCOc1ccc(OCC)c(NC(=O)C2CCN(c3ncccn3)CC2)c1

# (listing goes on)
Lipid storage S3,Lipid storage S3 cell count max,SMILES
i,-5,CN(C)c1nc(Nc2ccc(Cl)c(Cl)c2)nc(N(C)C)n1
6%,-4,O=C(CN1C(=O)c2cccc3cccc1c23)Nc1ccc2c(c1)OCO2
?,.,CCN(Cc1ccccc1)C(=O)C1CCN(Cc2ccc(OC)c(OC)c2OC)CC1
?,.,Clc1ccc(OCc2nnnn2-c2ccccc2)cc1
?,.,CCCCn1c(SCc2nc3ccccc3s2)nc2cc(S(N)(=O)=O)ccc21
18%,8,COc1ccc2c(c1OC)CN(C)CCc1cc3c(cc1C(=O)C2)OCO3
i,26,O=C(N/N=C/c1cccs1)c1cc(-c2ccc(Cl)s2)[nH]n1
-20%,-19,CCCC(=O)N(c1ccc(OCC)cc1)S(=O)(=O)c1ccc2c3c(cccc13)C(=O)N2C
?,.,O=C(CSc1nnc(Nc2ccccc2F)s1)NC(=O)CN1CCCC1=O
?,.,CCOC(=O)N1CCN(c2cc(=O)n(C3CCCCC3)c(=O)[nH]2)CC1
?,.,CCOc1ccc(NC(=O)CN(C)C(=O)c2ccc3[nH]c4c(c3c2)CC(C)CC4)cc1OCC (stereo not given)
0%,-18,COc1ccc(-n2c(N)c(C#N)c3ccc([N+](=O)[O-])cc3c2=O)cc1
?,.,CCC(=O)N1CCc2cc(Br)cc(S(=O)(=O)CC(=O)OC)c21
-2%,.,O=C(NC1CCCCC1)C(=O)c1c[nH]c2ccccc12
?,.,Cc1ccc(S(=O)(=O)Nc2cccc(Cl)c2)cc1NC(=O)c1cccnc1
-16%,17,CCOc1ccc(NC(=O)CN2CCN(CC(=O)Nc3ccc(C(N)=O)cc3)CC2)cc1
?,.,CCCCN1C(=O)C(=O)N(CC(=O)N2CCN(c3ccccc3)CC2)C1=O
16%,-12,Cc1ccc(CNC(=O)C2CC(c3cccc(F)c3)=NO2)cc1 (stereo not given)
?,.,Cc1ccccc1NC(=O)Cn1cnc2c(oc3nc4c(cc32)CCCC4)c1=O
14%,3,CC(C)N(c1ccccc1)c1ccc(NC(=O)COC(=O)CCN2C(=O)c3cccc([N+](=O)[O-])c3C2=O)cc1

# Later entries
Lipid storage S3,Lipid storage S3 cell count max,SMILES
-8%,-22,O=[N+]([O-])c1cc(C(F)(F)F)cc([N+](=O)[O-])c1NCCNC(=S)Nc1cccc(F)c1
?,.,Cc1c(OCC(=O)N2CCN(c3ccccc3)CC2)ccc2c3c(c(=O)oc12)CCCC3
?,.,COc1ccccc1C(=O)N=C1SC2CS(=O)(=O)CC2N1c1ccccc1 (stereo not given)
-21%,19,CC(C)(C)NC(=O)NC(=O)COC(=O)c1ccc2c(c1)S(=O)(=O)N=C1CCCCCN12
?,.,c1coc(CNc2ncnc3sc4c(c23)CCCCC4)c1
?,.,CC1(C)CC(=O)C2=C(C1)OC(N)=C([N+](=O)[O-])C2c1cccs1 (stereo not given)
?,.,Cc1nc2cc(O)ccc2n1C
?,.,Cc1ccc(CCNc2ccccc2)c[n+]1[O-]
?,.,Cc1ccc(NC(=O)CSc2ccccc2)cc1S(=O)(=O)N1CCCCC1
?,.,COCc1cc(=O)n2[nH]cc(-c3ccsc3)c2n1
16%,11,O=C1C2C(c3ccccc3)CC=CC2[C@H](c2ccoc2)N1Cc1ccccc1 (stereo not given in full)
?,.,COc1ccc(-c2n[nH]c(=S)n2-c2ccc(C)cc2C)cc1
?,.,COc1ccc(C2N(c3cc(Cl)ccc3OC)C(=O)C3CCCN32)cc1 (stereo not given)
?,.,Cc1nn(-c2ccccc2)c(Cl)c1C(=O)OC(C)C(=O)Nc1ccc2c(c1)OCO2 (stereo not given)
?,.,Cc1nc(SCC(=O)NCc2ccco2)c2c3c(sc2n1)CCCC3
10%,7,O=c1nc(-c2ccccc2)cc(-c2ccccc2)[nH]1
?,.,COC(=O)CCCC(=O)NC1CC(C)(C)Cc2c1cnn2-c1ccc(C)cc1 (stereo not given)
?,.,O=C(Nc1nnc(-c2cccnc2)o1)c1cccc([N+](=O)[O-])c1
-3%,-8,CCOC(=O)Cn1nnnc1CN(Cc1cccs1)Cc1cc2cc(C)cc(C)c2[nH]c1=O
?,.,Cc1ccc(NC(=O)CSc2cccc3cccnc23)c(C)c1

# (further entries)
Lipid storage S3,Lipid storage S3 cell count max,SMILES
i,11,COc1ccccc1C(=O)N/C(=C/c1ccc2c(c1)OCO2)C(=O)Nc1cccc(C(=O)O)c1
?,.,O=c1cc(O)sc2ccccc12
?,.,COc1ccccc1C1=NOC(C)(c2nnc(Cc3ccccc3)o2)C1 (stereo not given)
?,.,O=C(Cc1ccc(F)cc1)Nc1nc(-c2ccc(F)c(F)c2)cs1
-8%,10,O=C(O)c1ccccc1OCCN1CCCC1=O
6%,18,CCC(=O)c1c(OCc2ccccc2)ccc2c(C)cc(=O)oc12
?,.,Cc1cc(C)n(Cc2ccc(C(=O)Nc3ccc(Br)cc3C)o2)n1
?,.,CCC(=O)Nc1nc(-c2ccc3c(c2)CC(C)N3S(C)(=O)=O)cs1 (stereo not given)
1%,.,COc1ccc2nc(NC(=O)CCN3C(=S)NC(C)(C)CC3C)sc2c1 (stereo not given)
-28%,4,Cc1cc(C)c(CN2CCC(n3nccc3NC(=O)C3CCOC3)CC2)cc1C (stereo not given)
4%,15,CSc1ccc(CN2CCN(CCC(C)C)C(CCO)C2)cc1 (stereo not given)
?,.,CCn1c2ccccc2c2cc(NC(=O)c3cccc([N+](=O)[O-])c3)ccc21
?,.,Cc1ccccc1OCc1nnc(SCC(=O)Nc2ccc3c(c2)oc2ccccc23)n1C
-15%,0,CCOC(=O)C1=C(C)NC(=O)NC1c1ccc(-c2ccc(Cl)cc2)o1 (stereo not given)
-4%,6,Cc1ccc(C)c2c(N)c3c(nc12)CCCCC3 (tested in a mixture with another compound)
?,.,CCCN(CCC)c1ccc(/C=C/c2ccc3cc(OCC)ccc3n2)cc1
?,.,Cc1sc(N/N=C/c2ccco2)nc1-c1ccccc1
-3%,-2,COc1ccc(CNC(=O)C(=O)NC2CC(C)(C)NC(C)(C)C2)cc1

# No new results follow: an excerpt of the list.
Lipid storage S3,Lipid storage S3 cell count max,SMILES
?,.,O=C(Cc1ccc(F)cc1)Nc1nc(-c2ccc(F)c(F)c2)cs1
-8%,10,O=C(O)c1ccccc1OCCN1CCCC1=O
6%,18,CCC(=O)c1c(OCc2ccccc2)ccc2c(C)cc(=O)oc12
?,.,Cc1cc(C)n(Cc2ccc(C(=O)Nc3ccc(Br)cc3C)o2)n1
